Measles CPE – protection of cells from measles virus. protection (pct of control), % at 4 µM. AID 841. hit rate 1.5% among 140,000. Measles virus-infected cells, CPE protection, absorbance; in the data active means protection mostly above about 24%, no sharp cut-off; inactive means mostly below about 26%; further: some compounds called inactive have numbers as strong as hits
Yeast lifespan up – extends the lifespan of yeast | S. cerevisiae growth with nicotinamide, OD615; deaD strain in restrictive glucose medium | hit rate 0.68% among 130,000 | inhibition of the nicotinamide effect, % at 10 µM;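 active means inhibition above a set limit, placed 3 SD over the median of all compounds, cut at about 26% in these data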;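 further: 0% = nicotinamide-treated wells and 100% = cells grown without nicotinamide; some compounds called inactive have numbers as strong as hits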
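System: DeaD-strain S. cerevisiae / Buffer or medium: CSMM-D, restrictive glucose (dextrose) synthetic minimal medium / Probe or stimulus: nicotinamide, 1.5 mM, co-present with compound / Compound: one concentration, 10 µM, DMSO 0.25% / Incubation: 48 h compound exposure at 30 °C, humidified / Technique: optical density (absorbance) at 615 nm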
MRP-1 activ – activates MRP-1; H69AR cells + doxorubicin, viability rescue, CellTiter-Glo; viability increase, % at 10 µM; hit rate 0.61% among 140,000; AID 799;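 active means viability gain under doxorubicin at or above a set limit, the compound median plus 3 SD, cut at about 4.7% in these data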;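 further: MRP-1 overexpressing cells given doxorubicin 25 µM after compound pretreatment; 18-22 h compound pretreatment then 72 h with doxorubicin before readout; 0% = doxorubicin-only wells and 100% = vehicle-treated cells without doxorubicin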
Phagocytosis inh – inhibitors of macrophage phagocytosis; hit rate 0.07% among 110,000; inhibition, % at 5 µM; J774A.1 macrophage IgG-bead phagocytosis, imaging;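 active means inhibition above the mean of the plate negative controls plus 5 SD, cut at about 13% in these data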;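 further: phagocytic index as fraction of beads internalized from green versus red external bead signal; plate controls were DMSO negative control for no effect and cytochalasin-D positive control for full effect; some results beyond the cut were filed as inactive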
E-sel TNF inh – blocks E-selectin expression induced by TNF alpha; hit rate 0.71% among 120,000; inhibition, % at 2 µM; HUVEC TNFa-induced E-selectin immunofluorescence, high content; AID 1246;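 active means inhibition above the batch mean plus 3 SD, and confirmed as a hit on visual image review, cut at about 43% in these data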;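 further: 0% = TNF-stimulated DMSO wells and 100% = unstimulated control wells; not every result past the cut was called active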
HCT116 PTEN-null – growth suppressors of cells with PTEN tumor suppressor deletion; hit rate 1.2% among 140,000; HCT116 PTEN-null viability, CellTiter-Glo, 60 h; active compounds read low; viability, % at 10 µM; AID 827;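 active means viability at or below a set limit, 4 SD under the median of all tested compounds, cut at about 3.7% in these data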;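 further: PTEN knockout HCT116 line with beta catenin targeted HCT116 as companion control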
BB579 growth dn – reduces growth of yeast BB579 in restrictive medium; S. cerevisiae BB579 growth, OD615, 48 h; hit rate 0.51% among 140,000; AID 804; inhibition, % at 10 µM;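 active means inhibition above a set limit, 3 SD over the mean compound inhibition, cut at about 44% in these data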; further: inactives centre near -24
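Assay system – yeast BB579 (DeaD) · Dosing – single compound dose of 10 µM, 0.25% DMSO final · Detection – OD615 turbidity measurement · Buffer or medium – CSMM-D restrictive synthetic medium containing dextrose (glucose) · Benchmarks – positive control amphotericin B 10 µg/mL · Incubation – 48 h exposure, 30 °C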
GALR2 antag – antagonists of human galanin receptor 2 (GALR2) | GALR2-expressing cells, antagonist mode | inhibition, % at 4 µM | hit rate 0.39% among 140,000 | O43603; in the data active means inhibition above about 27%;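 further: cells stimulated with galanin 1-16 at roughly its EC80; 0% = agonist challenge control and 100% = basal control without agonist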
Target sequence (O43603 whole entry, looked up): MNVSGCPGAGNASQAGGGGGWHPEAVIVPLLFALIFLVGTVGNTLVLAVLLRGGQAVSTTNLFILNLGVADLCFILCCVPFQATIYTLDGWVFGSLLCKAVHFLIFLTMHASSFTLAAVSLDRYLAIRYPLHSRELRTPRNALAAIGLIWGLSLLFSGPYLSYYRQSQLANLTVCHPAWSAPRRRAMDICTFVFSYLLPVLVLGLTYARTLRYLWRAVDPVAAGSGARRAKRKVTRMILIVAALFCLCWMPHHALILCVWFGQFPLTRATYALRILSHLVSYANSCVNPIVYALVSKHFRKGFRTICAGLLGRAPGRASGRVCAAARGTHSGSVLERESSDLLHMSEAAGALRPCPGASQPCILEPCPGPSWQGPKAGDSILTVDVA
bCat KO growth – beta-catenin-lacking colon tumor cell growth suppression. hit rate 1.5% among 140,000. viability, % at 10 µM. AID 818. HCT116 beta-catenin knockout viability, CellTiter-Glo, 60 h; active compounds read low;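 active means viability at or under a set limit, the compound median less 4 SD, cut at about 6% in these data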;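 further: 0% = Hyamine 1622 control at 20 µM and 100% = untreated cell control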
NPY Y2 blocker – NPY-Y2 (human) receptor antagonism. hit rate 0.99% among 140,000. NPY-Y2 expressing cells, antagonist mode. inhibition, % at 2.7 µM; in the data active means inhibition above about 17%;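 further: 0% = vehicle with agonist challenge and 100% = reference antagonist with challenge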
Target sequence (P49146 whole entry, looked up): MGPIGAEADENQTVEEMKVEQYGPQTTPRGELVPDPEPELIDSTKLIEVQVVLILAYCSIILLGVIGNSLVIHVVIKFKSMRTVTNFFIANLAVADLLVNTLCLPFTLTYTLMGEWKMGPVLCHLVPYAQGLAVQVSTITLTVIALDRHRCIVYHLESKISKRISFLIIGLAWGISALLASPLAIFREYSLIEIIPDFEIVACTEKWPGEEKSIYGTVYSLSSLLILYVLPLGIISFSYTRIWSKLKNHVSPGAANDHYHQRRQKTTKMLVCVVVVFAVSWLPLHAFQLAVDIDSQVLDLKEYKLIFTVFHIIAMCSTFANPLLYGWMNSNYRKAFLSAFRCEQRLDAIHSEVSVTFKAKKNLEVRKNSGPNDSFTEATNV
Active calls of the source: *; nt = no result given. This is a random part of the collection; about 6.2% have a hit in one of these screens.

Every second line gives: Measles CPE, Yeast lifespan up, MRP-1 activ, Phagocytosis inh, E-sel TNF inh, HCT116 PTEN-null, BB579 growth dn, GALR2 antag, bCat KO growth, NPY Y2 blocker
Cc1cc(NC(=O)C2CCCC2)n(-c2nc3ccccc3[nH]2)n1
→ 5, -11, -2.8, -2, -11, 73, -44, -9, 74, 3
O=C1/C(=C\c2cccnc2)SC(=S)N1C1CCS(=O)(=O)C1 (stereo not given)
→ 4, 3, -4.3, nt, 52, 83, -40, 7, 81, 3
C=CCn1c(SCc2cccc(F)c2)nc2cc(C(=O)N3CCC(C(N)=O)CC3)ccc2c1=O
→ 5, -1, -0.7, -2, -11, 64, -16, -12, 57, 1
N#Cc1nc(Cc2cccc3ccccc23)oc1NCCN1CCOCC1
→ 3, -6, -4.5, -1, 0, 86, 9, -7, 86, -1
Cc1ccc(-c2nc3sc4c(c3c(=O)n2N)CCCC4)cc1
→ 8, -12, -2.9, 0, 8, 65, -16, -1, 63, 7
COc1ccc(NC(=O)CCC(=O)Nc2nnc(C(F)(F)F)s2)c(OC)c1
→ 5, -1, -0.7, 0, -5, 101, -28, 7, 100, 3
Cc1occc1-c1n[nH]c(=S)n1CC(C)C
→ 3, nt, -2.3, nt, -21, 91, -10, 6, 82, 3
C=CCn1c(SCC(=O)/C(C#N)=C(\C)N)nc2sc(C)c(C)c2c1=O
→ 40, 1, -3.8, -5, 1, 82, -34, 3, 80, 0
COc1ccc(/C(N)=N/OC(=O)CCCc2ccccc2)cc1
→ 4, -7, 0.4, -5, 10, 95, -25, -11, 88, 22*
CN(C(=O)COc1ccccc1C(=O)NCCc1ccccc1)c1ccccc1
→ 10, 0, -0.6, -4, 8, 98, -17, 0, 86, 6

Remaining list, next part.
Every second line gives: Measles CPE, Yeast lifespan up, MRP-1 activ, Phagocytosis inh, E-sel TNF inh, HCT116 PTEN-null, BB579 growth dn, GALR2 antag, bCat KO growth, NPY Y2 blocker
CCn1cc([N+](=O)[O-])c(C(=O)Nc2ccc(Cn3nc(C)cc3C)cc2)n1
→ nt, -2, 0.8, -2, -8, 100, -54, -7, 91, 2
Cn1c(COc2ccc3ccccc3c2)nnc1SCC(=O)O
→ 12, -10, -0.5, 1, -7, 86, -41, 10, 100, 2
CCN(CCC(=O)Nc1cc(OC)cc(OC)c1)Cc1ccccc1
→ 21, -3, -0.4, 2, nt, 73, 12, -2, 73, 7
CCN(CC)CCOC(=O)C1(C2CCCCC2)CCCCC1
→ 34, 6, -2.4, nt, nt, 98, -42, -2, 82, 9
c1ccc(Cn2c(Sc3nnnn3-c3ccccc3)nnc2-c2ccccc2)cc1
→ 9, -4, -2.2, 3, -26, 90, -2, 6, 90, 3
Cc1ccccc1NC(=O)c1ccc(-n2cncn2)nc1
→ 11, -8, 0.5, 0, 9, 91, -1, 5, 101, 0
C=CCC(C#Cc1ccc(C)cc1)N(CC)CC (stereo not given)
→ 16, 5, -2.1, -1, 24, 86, -23, -6, 91, 3
Cc1ccc2nc(SCn3nnc4ccccc4c3=O)[nH]c2c1
→ 4, -4, -0.8, -4, 4, 87, -48, -6, 85, 2
O=C(Cn1nc(Cl)nc1Cl)Nc1ccccc1
→ 14, -8, 0.5, 0, -15, 98, -24, 10, 104, 0
O=S(=O)(NCC(c1cccnc1)N1CCN(c2ccc(F)cc2)CC1)c1ccc(F)cc1 (stereo not given)
→ 5, 2, -3.3, 0, nt, 81, -38, 5, 80, 1

Reformatted with tabs: 6 of the compounds above
SMILES	Measles CPE	Yeast lifespan up	MRP-1 activ	Phagocytosis inh	E-sel TNF inh	HCT116 PTEN-null	BB579 growth dn	GALR2 antag	bCat KO growth	NPY Y2 blocker
Cc1occc1-c1n[nH]c(=S)n1CC(C)C	3	nt	-2.3	nt	-21	91	-10	6	82	3
C=CCn1c(SCC(=O)/C(C#N)=C(\C)N)nc2sc(C)c(C)c2c1=O	40	1	-3.8	-5	1	82	-34	3	80	0
COc1ccc(/C(N)=N/OC(=O)CCCc2ccccc2)cc1	4	-7	0.4	-5	10	95	-25	-11	88	22*
CN(C(=O)COc1ccccc1C(=O)NCCc1ccccc1)c1ccccc1	10	0	-0.6	-4	8	98	-17	0	86	6
CCn1cc([N+](=O)[O-])c(C(=O)Nc2ccc(Cn3nc(C)cc3C)cc2)n1	nt	-2	0.8	-2	-8	100	-54	-7	91	2
Cn1c(COc2ccc3ccccc3c2)nnc1SCC(=O)O	12	-10	-0.5	1	-7	86	-41	10	100	2

New compounds follow.
Every second line gives: Measles CPE, Yeast lifespan up, MRP-1 activ, Phagocytosis inh, E-sel TNF inh, HCT116 PTEN-null, BB579 growth dn, GALR2 antag, bCat KO growth, NPY Y2 blocker
CC(=O)Nc1ccccc1OCC(=O)NCCc1ccc(Cl)cc1Cl
→ 8, -5, -3.1, -6, nt, 89, 3, -2, 89, 0
Cc1cccc(NC(=O)Nc2ccc(Oc3c(F)c(F)c(F)c(F)c3F)cc2)c1
→ 5, -24, -6.8, 0, 15, 28, -54, -4, 52, -2
Cc1csc(NC(=O)C(NS(=O)(=O)c2ccc(Br)s2)c2ccccc2)n1 (stereo not given)
→ 15, -2, 3.1, -2, 0, 87, -14, -8, 98, 8
Cc1ccc(S(=O)(=O)NCC(=O)N2CCN(c3ccccn3)CC2)cc1
→ 36, 5, -0.1, -1, 13, 105, -24, -2, 96, 3
CCOC(=O)CNC1CC(=O)N(c2cccc(Cl)c2)C1=O (stereo not given)
→ 10, 2, -0.4, 0, -1, 90, -19, -12, 89, 3
COc1ccc(/C=C/C(=O)N2CCC(c3ccccc3)C2)cc1 (stereo not given)
→ 17, -6, 1.8, nt, 44, 106, -9, 0, 93, 1
COc1ccc(C)cc1S(=O)(=O)N1CCCC(C(=O)NCC2CCCO2)C1 (stereo not given)
→ 11, -3, -0.7, 0, -9, 99, -3, -5, 97, -2
Cc1cc(Cl)ccc1OCCCC(=O)N1CCN(C)CC1
→ 5, 3, -2.5, nt, 7, 79, -14, 2, 76, 1
COc1ccc(NC(=O)CCSc2cc(C)c3ccccc3n2)cc1
→ 3, -9, 0.0, nt, -20, 85, -46, -3, 84, 8
Cc1c(C(=O)N2CCN(c3ncccn3)CC2)sc2nc3n(c(=O)c12)CCCC3
→ 4, -5, -0.2, -2, -3, 107, -24, -20, 102, 4

(cont.)
Every second line gives: Measles CPE, Yeast lifespan up, MRP-1 activ, Phagocytosis inh, E-sel TNF inh, HCT116 PTEN-null, BB579 growth dn, GALR2 antag, bCat KO growth, NPY Y2 blocker
CC(C)N1CCN(c2ccncc2S(=O)(=O)N2CCOCC2)CC1
→ 17, 7, -0.3, -1, -8, 103, -67, -1, 98, -1
COc1cc2nc(C3CCC3)n(NC(=O)C3CCCC(OC)C3)c(=O)c2cc1OC (stereo not given)
→ 5, nt, -2.7, -2, nt, 93, -21, nt, 90, nt
Cc1cccc(C(=O)O/N=C2\CCCc3ccccc32)c1
→ 6, -30, -1.0, nt, 23, 90, -20, -8, 96, 3
O=C(NCc1ccco1)/C(=C\c1cccs1)NC(=O)c1ccsc1
→ 5, -2, -2.7, -1, -16, 87, -21, 0, 91, 1
Cc1ccc(CNC(=O)C(=O)NCC(c2ccco2)N2CCOCC2)cc1 (stereo not given)
→ 9, -2, 1.5, -15, nt, 92, -4, -4, 103, 1
COC(=O)C1=C(C)N(Cc2ccco2)C(=O)N[C@H]1c1ccccc1
→ 8, -1, -2.3, nt, 4, 91, -5, 9, 104, 2
C[N+](C)(C)CCN(Cc1ccc(Cl)cc1)c1ccccn1
→ 2, -11, -2.4, nt, -2, 75, -25, 3, 87, 1
C[n+]1ccccc1N1CCN(c2ccccc2Cl)CC1
→ 9, 4, -0.5, 2, -33, 85, -34, 9, 86, 4
COc1cc2c(cc1NC(=S)NC(=O)c1c(OC)cccc1OC)oc1ccccc12
→ 8, 0, -2.7, nt, nt, 77, -29, 10, 84, -1
Cc1ccc(C)c(NS(=O)(=O)c2cc(C(=O)Nc3cccc(N(C)S(C)(=O)=O)c3)ccc2C)c1
→ 11, -10, -0.8, 0, -23, 101, -45, 2, 91, 3

Next section:
Codes – A = Measles CPE; B = Yeast lifespan up; C = MRP-1 activ; D = Phagocytosis inh; E = E-sel TNF inh; F = HCT116 PTEN-null; G = BB579 growth dn; H = GALR2 antag; I = bCat KO growth; J = NPY Y2 blocker
O=C(C1=C(O)/C(=C/c2ccc(O)cc2)CCC1)C(F)(F)F
  A: 19; B: nt; C: -6.9; D: nt; E: 0; F: 72; G: 100*; H: -5; I: 66; J: 7

CCCCC/C(=N\NC(=O)CCC(=O)NCc1ccccc1)c1ccccc1
  A: 1; B: -8; C: -2.8; D: -4; E: -4; F: 78; G: -20; H: -3; I: 80; J: 4

CCC(=O)n1nc(-c2ccccc2)nc1N
  A: 13; B: -22; C: -1.6; D: nt; E: -10; F: 91; G: 3; H: -2; I: 83; J: -1

c1ccc(Nc2nc(N3CCCC3)nc(N3CCCC3)n2)cc1
  A: 27; B: -15; C: -2.0; D: -1; E: 2; F: 75; G: -14; H: 0; I: 73; J: 8

COc1ccc(C(=O)/C=C(\N)C(F)(F)F)c(O)c1
  A: 5; B: -18; C: 0.2; D: 0; E: -22; F: 97; G: -48; H: 7; I: 98; J: 1

Cc1cccc(NC(=O)COc2ccccc2C)n1
  A: 11; B: -17; C: -1.7; D: -4; E: 0; F: 97; G: -41; H: 9; I: 112; J: 1

CCCn1c(=O)c(C(=O)Nc2ccccc2C(=O)OC)c(O)c2ccccc21
  A: 5; B: -7; C: 0.6; D: -1; E: -5; F: 24; G: -38; H: -3; I: 22; J: 5

O=C(O)CCN1C(=O)c2ccc(Oc3ccc4c(c3)C(=O)N(CCC(=O)O)C4=O)cc2C1=O
  A: 21; B: -6; C: 0.8; D: 0; E: 14; F: 102; G: -48; H: -4; I: 98; J: 0

2 entries from above, bar-delimited:
Structure | Measles CPE | Yeast lifespan up | MRP-1 activ | Phagocytosis inh | E-sel TNF inh | HCT116 PTEN-null | BB579 growth dn | GALR2 antag | bCat KO growth | NPY Y2 blocker
CCC(=O)n1nc(-c2ccccc2)nc1N | 13 | -22 | -1.6 | nt | -10 | 91 | 3 | -2 | 83 | -1
c1ccc(Nc2nc(N3CCCC3)nc(N3CCCC3)n2)cc1 | 27 | -15 | -2.0 | -1 | 2 | 75 | -14 | 0 | 73 | 8

Assay outcomes as filed in PubChem.
